Assay outcomes deposited in PubChem BioAssay by several laboratories.
OX1R antag: blocks the human orexin 1 receptor; O43613; CHO/OX1R cells, Fluo-8 calcium fluorescence, orexin A; inhibition, % at 5 µM; actives 0.43% (n = 330,000); AID 434989;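 active means inhibition above its plate's threshold, mean inhibition of all tested compounds on the plate plus 3 SD, cut at about 37% in these data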;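 further: 0% = orexin A challenge wells and 100% = SB-334867-A antagonist wells; not every result past the cut was called active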
CHT PAM: allosteric activators of human choline transporter CHT; Q9GZV3; actives 0.49% (n = 310,000); AID 488977; B-score at 10 µM; CHT-expressing cells, membrane potential dye, choline EC20; stronger effect = higher value; LV-AA mutant CHT in HEK293 cells;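 active means initial fluorescence not abnormally high and integrated response B-score, plate-corrected, over 3 SD above library mean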
Target sequence (Q9GZV3 whole entry, looked up): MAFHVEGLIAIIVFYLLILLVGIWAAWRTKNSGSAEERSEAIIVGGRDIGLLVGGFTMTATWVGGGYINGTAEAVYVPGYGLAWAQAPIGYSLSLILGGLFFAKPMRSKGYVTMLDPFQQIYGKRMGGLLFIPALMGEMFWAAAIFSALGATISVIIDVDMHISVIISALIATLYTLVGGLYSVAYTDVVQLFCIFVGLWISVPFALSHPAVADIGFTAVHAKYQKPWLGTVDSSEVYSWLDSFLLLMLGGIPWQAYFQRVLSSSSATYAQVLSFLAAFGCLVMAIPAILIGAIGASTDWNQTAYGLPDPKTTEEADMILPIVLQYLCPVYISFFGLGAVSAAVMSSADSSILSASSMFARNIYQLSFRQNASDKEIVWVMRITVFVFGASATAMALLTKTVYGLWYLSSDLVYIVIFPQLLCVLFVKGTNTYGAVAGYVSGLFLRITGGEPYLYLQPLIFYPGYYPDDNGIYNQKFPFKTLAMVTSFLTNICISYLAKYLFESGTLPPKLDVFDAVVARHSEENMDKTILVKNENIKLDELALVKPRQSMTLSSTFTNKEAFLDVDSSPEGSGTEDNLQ
Numbers without * were called inactive; i = inactive; nt = not tested or not shown. An excerpt, so the mix of outcomes need not match the whole.

Molecule: CCCN1CCCC(C(=O)c2cc(C)c(OC)c(C)c2)C1 (stereo not given)
- OX1R antag = -21
- CHT PAM = i

Molecule: Cn1cnc(CCN)c1
- OX1R antag = -1
- CHT PAM = i

Molecule: CCOc1cc(CNCCc2c[nH]c3ccccc23)cc(Cl)c1OCC
- OX1R antag = -18
- CHT PAM = i

Molecule: COC(=O)C1=C(c2cc3ccccc3o2)C[C@@H]2CC[C@H]1N2C(=O)NCCCOC(C)C
- OX1R antag = -26
- CHT PAM = i

Molecule: O=C(c1ccc(Cl)cc1)C1CCCN(Cc2ccc3c(c2)OCCO3)C1 (stereo not given)
- OX1R antag = -33
- CHT PAM = i

Molecule: O=C1NC(=O)N(Cc2ccco2)C(=O)/C1=C/C=C/c1ccco1
- OX1R antag = -4
- CHT PAM = i

Molecule: CCCNC(=O)N1C2CCC1CC(O)(c1cccnc1)C2 (stereo not given)
- OX1R antag = -10
- CHT PAM = i

Molecule: COC(=O)C1=C(c2cccc(OCc3ccccc3)c2)C[C@@H]2CC[C@H]1N2C(=O)NCCCOC(C)C
- OX1R antag = -21
- CHT PAM = nt

Molecule: CCCCCn1c(=O)c(C(=O)Nc2ccccc2C)c(O)c2ccccc21
- OX1R antag = -8
- CHT PAM = i

Molecule: CCC(C)NC(=O)CN1C(=O)CN=C(c2ccccc2)c2ccccc21 (stereo not given)
- OX1R antag = -14
- CHT PAM = i

Molecule: CCOc1ccc(-n2c(O)c(N=Nc3c(C)n(C)n(-c4ccccc4)c3=O)c(=O)[nH]c2=O)cc1
- OX1R antag = -2
- CHT PAM = i

Molecule: Cc1ccc(C2(O)CC(C)N(C)CC2C)cc1 (stereo not given)
- OX1R antag = -7
- CHT PAM = i

Molecule: O=C(C(=O)N1CCOCC1)c1cn(CCCOc2ccccc2)c2ccccc12
- OX1R antag = -37
- CHT PAM = i

Molecule: CC1=[N+]([O-])C2(N)CCc3nonc3C2(O)C1 (stereo not given)
- OX1R antag = -4
- CHT PAM = i

Molecule: CCn1c(O)c(C=Nc2ccc(N3CCOCC3)cc2)c(=O)n(CC)c1=S
- OX1R antag = 3
- CHT PAM = i

Molecule: O=C(C(=O)N1CCOCC1)c1cn(Cc2ccccc2Cl)c2ccccc12
- OX1R antag = -27
- CHT PAM = i

Molecule: CC(=O)N1N=C2C3CCN(CC3)C2C1c1ccc(C)cc1 (stereo not given)
- OX1R antag = -5
- CHT PAM = i

Molecule: CCCC1(CCC)C(=O)NC(=Nc2ccccc2)NC1=O
- OX1R antag = -12
- CHT PAM = i

Molecule: c1ccc2c(CN3CCN(C4CCCCC4)CC3)c[nH]c2c1
- OX1R antag = -22
- CHT PAM = i

Molecule: Nc1c([N+](=O)[O-])cc(F)c(N2CCNCC2)c1Br
- OX1R antag = -9
- CHT PAM = i

Molecule: COC(=O)C1=C(c2ccc3ccccc3c2)C[C@@H]2CC[C@H]1N2C(=O)N1CCCCC1
- OX1R antag = -11
- CHT PAM = nt

Molecule: COc1cc(N2CCOCC2)ccc1C=C1C(=O)NC(=O)NC1=O
- OX1R antag = 7
- CHT PAM = i

Molecule: CC(Cc1ccccc1)NCC(=O)Nc1cc(N(C)C)nc2ccccc12 (stereo not given)
- OX1R antag = -25
- CHT PAM = i

Molecule: Cc1ccc(S(=O)(=O)Oc2ccccc2C=C2C(=O)N(C)C(=O)N(C)C2=O)cc1
- OX1R antag = -5
- CHT PAM = i

Molecule: Cc1sc2ncn(CC(=O)NCC(=O)N3CCC4(CC3)OCCO4)c(=O)c2c1C
- OX1R antag = -13
- CHT PAM = i

Molecule: CN1CCc2nc(SCC(=O)OC(C)(C)C)c(C#N)cc2C1
- OX1R antag = -30
- CHT PAM = i

Molecule: N#CCCn1cc(C(=O)NCc2ccccc2)c(-c2ccccc2)n1
- OX1R antag = -25
- CHT PAM = i

Molecule: COC(=O)C1=C(c2ccc(OCc3ccccc3)cc2)C[C@@H]2CC[C@H]1N2C(=O)NCCCc1ccccc1
- OX1R antag = -16
- CHT PAM = nt

Molecule: Fc1ccc(NC2=NCCS2)cc1Cl
- OX1R antag = -8
- CHT PAM = i

Molecule: Cc1ccccc1-n1c(O)c(/C=N/NC(=O)c2ccncc2)c(=O)[nH]c1=O
- OX1R antag = -24
- CHT PAM = i

Molecule: O=C(CN1CC=C(c2ccccc2)CC1)NC(=O)NCc1ccco1
- OX1R antag = -17
- CHT PAM = i

Molecule: Cc1cc(OCC(=O)NCc2cccnc2)c2c3c(c(=O)oc2c1)CCCC3
- OX1R antag = -29
- CHT PAM = i

Molecule: CCC(CO)(C(=O)OC1CC2CCC(C1)N2C)c1ccccc1 (stereo not given)
- OX1R antag = -22
- CHT PAM = i

Molecule: O=c1ccc2cc(OC3O[C@H](CO)[C@@H](O)[C@H](O)[C@H]3O)c(O)cc2o1 (stereo not given in full)
- OX1R antag = -9
- CHT PAM = i

Molecule: COC(=O)C1=C(c2cccc(OCc3ccccc3)c2)C[C@@H]2CC[C@H]1N2C(=O)NCc1ccc(Cl)cc1
- OX1R antag = 24
- CHT PAM = nt

Molecule: CCOP(=O)(C#Cc1ccccc1)C(O)c1ccc(Br)cc1 (stereo not given)
- OX1R antag = -33
- CHT PAM = i

Molecule: Cc1ccc(S(=O)(=O)N2CCCC2c2cccnc2)cc1 (stereo not given)
- OX1R antag = -13
- CHT PAM = i

Molecule: CCCCCCOc1ccc(CN2CCN(CCO)CC2)cc1
- OX1R antag = -18
- CHT PAM = i

Molecule: CCC(=O)c1cn(Cc2ccc(C#N)cc2)c2ccccc12
- OX1R antag = -13
- CHT PAM = i

Molecule: CCN(CC)P(=O)(Oc1cccc(C)c1)N(CC)CC
- OX1R antag = -14
- CHT PAM = i

Molecule: COc1ccc(CCNC(C)CCc2ccc(OC)cc2)cc1 (stereo not given)
- OX1R antag = -23
- CHT PAM = i

Molecule: O=C(c1ccc(Cl)cc1)C1CCCN(Cc2cccc3cnccc23)C1 (stereo not given)
- OX1R antag = -31
- CHT PAM = i

Molecule: COC1CCCCC1NCCc1ccccc1 (stereo not given)
- OX1R antag = -21
- CHT PAM = i

Molecule: O=c1[nH]c(=S)n(-c2ccccc2Cl)c(O)c1C=NCCN1CCNCC1
- OX1R antag = nt
- CHT PAM = i

Molecule: CC(C)CCn1c(N)c(C(=O)OCC2CCCO2)c2nc3ccccc3nc21 (stereo not given)
- OX1R antag = 6
- CHT PAM = i

Molecule: CCCCNC(=S)N1CCn2cccc2C1c1cccnc1 (stereo not given)
- OX1R antag = -28
- CHT PAM = i

Molecule: C#C[C@]1(O)CCC2C3CCC4=C/C(=N/OCC(=O)NC(C)C(=O)NC(CCSC)C(=O)O)CC[C@]4(C)C3CC[C@@]21C (stereo not given in full)
- OX1R antag = -22
- CHT PAM = i

Molecule: CN1CN=C(N[N+](=O)[O-])N(Cc2ccco2)C1
- OX1R antag = 5
- CHT PAM = i

Molecule: COc1cc(CN=C(C)c2c(O)n(C)c(=O)n(C)c2=O)cc(OC)c1
- OX1R antag = -23
- CHT PAM = i

Molecule: CCOc1ccc(CC2(CCc3ccncc3)C(=O)NC(=O)NC2=O)cc1
- OX1R antag = -16
- CHT PAM = i

Molecule: O=C(N/N=C/c1c(O)n(CCc2ccc(F)cc2)c(=O)[nH]c1=O)c1ccncc1
- OX1R antag = -9
- CHT PAM = i

Molecule: C[C@]12C[C@@H](O)[C@H](O)CC1=CCC1C2CC[C@@]2(C)C1CC[C@@H]2O (stereo not given in full)
- OX1R antag = -4
- CHT PAM = nt

Molecule: Nc1c(C(=O)NCc2ccco2)c2nc3ccccc3nc2n1CCN1CCCCC1
- OX1R antag = -19
- CHT PAM = i

Molecule: CNC(=O)N(C)c1nnc(C(C)(C)C)s1
- OX1R antag = -9
- CHT PAM = i

Molecule: O=c1[nH]c(=S)n(C2CC2)c(O)c1C=NCc1ccc(F)cc1
- OX1R antag = -15
- CHT PAM = i

Molecule: CC(C)NC(=O)Cn1cc(C(=O)c2ccccc2)c2ccccc21
- OX1R antag = nt
- CHT PAM = i

Molecule: COC(=O)C1=C(c2ccc(C(C)=O)cc2)C[C@@H]2CC[C@H]1N2C(=O)N1CCCCC1
- OX1R antag = -15
- CHT PAM = nt

Molecule: Nc1ccc2c(c1)oc1ccccc12
- OX1R antag = 0
- CHT PAM = i

Molecule: COc1cc([C@@H]2c3cc4c(cc3[C@@H](OC)[C@H]3COC(=O)[C@H]23)OCO4)cc(OC)c1O
- OX1R antag = -8
- CHT PAM = i

Molecule: CCN(CC)c1ccccc1
- OX1R antag = 7
- CHT PAM = nt

Molecule: CCOc1ccc(-n2c(CC)nc3ccccc3c2=O)cc1
- OX1R antag = -28
- CHT PAM = i

Molecule: CN1CCN(c2c(F)cc([N+](=O)[O-])c(N)c2Br)CC1
- OX1R antag = -5
- CHT PAM = 6.6*

Molecule: COCCCn1c(N)c(C(=O)NCc2ccco2)c2nc3ccccc3nc21
- OX1R antag = -6
- CHT PAM = i

Molecule: Cc1cc(OCC(=O)NCC(O)c2ccccc2)c2c3c(c(=O)oc2c1)CCCC3 (stereo not given)
- OX1R antag = -14
- CHT PAM = i

Molecule: CC(=O)O[C@H]1C(=O)[C@@]2(C)C([C@H](OC(=O)c3ccccc3)[C@]3(O)C[C@H](O)C(C)=C1C3(C)C)[C@]1(OC(C)=O)CO[C@@H]1C[C@H]2O (stereo not given in full)
- OX1R antag = -12
- CHT PAM = i

Molecule: O=C(/C=C/c1ccc(F)cc1)NC(=S)N1C[C@H]2C[C@H](C1)c1cccc(=O)n1C2
- OX1R antag = -19
- CHT PAM = i

Molecule: O=c1[nH]c(O)c(N=Nc2cc([N+](=O)[O-])ccc2O)c(=O)[nH]1
- OX1R antag = -5
- CHT PAM = i

Molecule: CCCCn1c(O)c(C(CC)=NCCCn2ccnc2)c(=O)[nH]c1=O
- OX1R antag = -5
- CHT PAM = i

Molecule: Cc1c2cnn(CC(=O)N3CCC4(CC3)OCCO4)c(=O)c2c(C)n1Cc1ccc(F)cc1
- OX1R antag = -21
- CHT PAM = i

Molecule: CCCCn1c(N)c(C(=O)OCCOC)c2nc3ccccc3nc21
- OX1R antag = -31
- CHT PAM = i

Molecule: CCCNC(=O)N1CCC2(CC1)OCCO2
- OX1R antag = 4
- CHT PAM = i

Molecule: CNC(=S)N1CCN(CCN=Cc2c(O)n(-c3ccc(C)cc3)c(=S)[nH]c2=O)CC1
- OX1R antag = -12
- CHT PAM = i

Molecule: COC(=O)C1=C(c2ccccc2OCc2ccccc2)C[C@@H]2CC[C@H]1N2C(=O)NCCN1CCOCC1
- OX1R antag = -25
- CHT PAM = nt

Molecule: O=c1[nH]c(=O)n(-c2cccc3ccccc23)c(O)c1/C=N/N1CCCCC1c1cccnc1 (stereo not given)
- OX1R antag = -41
- CHT PAM = i

Molecule: COc1ccc(N2C(=O)/C(=C/c3cccs3)C(=O)NC2=S)cc1
- OX1R antag = -17
- CHT PAM = i

Molecule: COC(=O)C1=C(c2ccc(OC(F)(F)F)cc2)C[C@@H]2CC[C@H]1N2C(=O)N1CCCC1
- OX1R antag = -7
- CHT PAM = nt

Molecule: O=C(Nc1ccccc1)c1cc([N+](=O)[O-])ccc1N1CCNCC1
- OX1R antag = -13
- CHT PAM = i

Molecule: C[N+]1(C)C2CC[C@H]1CC(OC(=O)C(CO)c1ccccc1)C2 (stereo not given in full)
- OX1R antag = 1
- CHT PAM = i

Molecule: COc1ccc2c3c1O[C@H]1C(=O)CC[C@H]4[C@@H](C2)N(C)CC[C@]314
- OX1R antag = 1
- CHT PAM = nt

Molecule: COC(=O)C1=C(c2c(C)noc2C)C[C@@H]2CC[C@H]1N2C(=O)NCC1CC1
- OX1R antag = -27
- CHT PAM = nt

Molecule: O=C1NC(=O)C(=Cc2ccc(-c3ccc(S(=O)(=O)N4CCOCC4)cc3)o2)C(=O)N1
- OX1R antag = -8
- CHT PAM = i

Molecule: Cc1ccccc1N
- OX1R antag = -12
- CHT PAM = nt

Molecule: CCC(=NC1CC1)c1c(O)n(-c2ccc(OC)cc2)c(=O)[nH]c1=O
- OX1R antag = -32
- CHT PAM = i
